Compound activity (PubChem)
SRC3 TRFRET art: TR-FRET detection interference compounds, artefact control for PPARgamma SRC-3 recruitment agonists, biochemical, TR-FRET ratio. TR-FRET artefact counter-screen, PPARgamma/SRC-3 format; hits give high values. TR-FRET ratio at 8 µM. 99,000 tested, 0.39% active. AID 1048, 2008; in the data active means TR-FRET ratio above about 2000; further: inactives centre near 1600
SRC1 TRFRET art: TR-FRET detection interference compounds, primary screen, artefact control for PPARgamma SRC-1 recruitment agonists, biochemical, TR-FRET emission ratio | TR-FRET detection artefact counter-screen; hits give high values | TR-FRET ratio at 8 µM | 99,000 tested, 0.34% active | AID 1051, 2008; in the data active means TR-FRET ratio above about 2300; further: inactives centre near 1800
Active calls of the source: *.

Values run as follows: SRC3 TRFRET art	SRC1 TRFRET art
> C[N+]1(CC(=O)OCCCc2ccccc2)CCCCC1
    1589	1972
> COc1ccc(-c2csc(Nc3ccc(S(=O)(=O)Nc4cc(C)on4)cc3)n2)cc1C
    1712	1910
> O=C(CSc1nnc(CNC(=O)c2cccs2)o1)Nc1ccccc1
    1352	1838
> Cc1ccc(CCNC(=O)CNC(=S)N(Cc2ccccc2)Cc2cccnc2)cc1
    1777	1676
> O=C(NN1CCOCC1)c1ccc(Br)s1
    1526	1695
> CC(=O)Nc1ccc(OCCOc2ccc(/C=C3/C(=N)N4C=CSC4=NC3=O)cc2)cc1
    1726	1941
> O=S(=O)(c1ccc(S(=O)(=O)N(Cc2ccc(F)cc2)C2CCCC2)cc1)N1CCCC1
    1530	1828
> CCCN(CCC)S(=O)(=O)c1ccc2c(c1)CCCN2C(C)=O
    1541	1989
> O=C(/C=C/c1ccc([N+](=O)[O-])cc1)NCCOc1ccc(F)cc1
    1477	1513
> Cc1ccc(CNc2nc(N)c([N+](=O)[O-])c(NCc3ccccc3)n2)cc1
    1698	1728
> Cc1cc(C(=O)N/N=C2\CCCC(=O)C2)c2ccccc2n1
    1590	1877
> O=C(O)CC(Cc1ccccc1)C(=O)NCC12CC3CC(CC(C3)C1)C2 (centres undefined)
    1677	1683
> Cc1onc(-c2c(Cl)cccc2Cl)c1C(N)=S
    1658	1726
> Cc1ccc(C(=O)NCC(=O)Nc2cccc(C(F)(F)F)c2)cc1
    1726	2093
> Cc1ccc(S(=O)(=O)NN2C(=O)c3ccccc3NC2c2cccc(O)c2)cc1 (centres undefined)
    1589	1610
> O=C(COc1ccc(Br)cc1)N(Cc1ccccc1)c1ccccn1
    1655	1953
> CCCc1nn(C)c(C(=O)Nc2cccc(CC)c2)c1Cl
    1806	1669
> Cc1ccc2nc(SCC(=O)NC3CCCc4ccccc43)[nH]c2c1 (centres undefined)
    1412	1844
> COc1cccc(Nc2nc(CN3CCOCC3)nc3sc4c(c23)CCCC4)c1
    1524	1728
> CC(C)(C)NC(=O)C(c1ccccn1)N(C(=O)c1csnn1)C1CCCCC1 (centres undefined)
    1578	2064
> Cn1ccc(-c2ccccc2)c(C#N)c1=O
    1588	1789
> CCc1nnc(NC(=O)C2CCCN2C(=O)Nc2ccccc2)s1 (centres undefined)
    1666	1832
> C=CCNC(=O)c1sc(=S)n(-c2ccc(C(=O)OCC)cc2)c1N
    1920	1647
> Cc1cc(S(=O)(=O)N2CCC(N3CCCCC3)CC2)ccc1-n1cnnn1
    1557	2054
> Cc1ccc(S(=O)(=O)N2CCN(C(C)C(=O)Nc3ccccc3-c3ccccc3)CC2)cc1 (centres undefined)
    1602	1746
> COc1ccc(OC)c(NS(=O)(=O)c2ccc(Br)s2)c1
    1501	1628
> C=CCOCCN(C)C1=NS(=O)(=O)c2cc([N+](=O)[O-])ccc21
    1578	1919
> CC(=O)n1cc([C@@H]2C=C(C(=O)Nc3ccccc3)O[C@H](OCc3ccc(CO)cc3)C2)c2ccccc21
    1727	1869
> Cc1sc2ncnc(Nc3ccc(N4CCOCC4)cc3)c2c1-c1ccccc1
    1524	1860
> Cc1ccccc1C(=O)Nc1sc2c(c1C(=O)O)CCC2
    1567	1709

(list continues)
Values run as follows: SRC3 TRFRET art	SRC1 TRFRET art
> CS/C(=N\S(=O)(=O)c1cccs1)Nc1ccc(F)c(Cl)c1
    1569	1746
> OC[C@@H](O)[C@@H](O[C@H]1O[C@H](CO)[C@@H](O)[C@H](O)[C@H]1O)[C@H](O)[C@@H](O)CO
    1327	1639
> C/C(=N/Nc1ccc(C(=O)O)cc1)c1ccc(O)c(O)c1O
    1767	1771
> Cc1ccccc1OCC(=O)NCCc1nc2ccccc2[nH]1
    1436	1686
> COc1ccc(N2C(=S)N=C(Nc3ccccc3)C23CCCCC3)cc1
    1570	1819
> Cn1cc([N+](=O)[O-])c(C(=O)N/N=C/c2ccc3c(c2)OCO3)n1
    1483	1666
> COCCNC(=S)N(Cc1cccnc1)Cc1ccc(OC)c(OC)c1
    1369	1675
> N#Cc1cc2cc3ccccc3nc2n2c(=O)c3ccccc3nc12
    1709	1465
> CCC1C(O)=C(c2ccccn2)C(=N)N1c1ccccc1 (centres undefined)
    1772	1770
> O=C(CN1CCc2ccccc21)NCc1ccc2c(c1)OCO2
    1554	1982
> COc1ccc(CC(=O)Nc2cccc(-c3nnc(-c4cccc(C)c4)o3)c2)cc1OC
    1570	1988
> O=C(O)C1CCN(C(=O)Cc2ccccc2)CC1
    1762	1737
> C/C(=N\NC(=O)CCC(=O)Nc1ccccc1)c1cccs1
    1450	1709
> O=c1cc2c(nn1Cc1ccc(F)cc1)-c1ccccc1CC2
    1701	1798
> Cn1nnnc1NCc1ccc(Cl)c(Cl)c1
    1753	1674
> COc1ccc(C(=O)n2nnc3ccccc32)cc1OC
    1637	1910
> CCOc1cc(CNCCN2CCOCC2)ccc1OCc1ccccc1Cl
    1480	1647
> COC(=O)c1c(-c2cc(C)ccc2C)csc1NC(=O)C1CC=CCC1C(=O)O (centres undefined)
    1798	2207
> CCOCCn1c(=NC(=O)/C=C/c2ccccc2Cl)sc2cc(NC(C)=O)ccc21
    1463	1782
> CCOCCCNC(=O)C(c1ccc(Cl)cc1)N(Cc1ccc2c(c1)OCO2)C(=O)CNC(C)=O (centres undefined)
    1547	1853
> CC(OC(=O)c1ccccc1N1C(=O)C2C3CCC(C3)C2C1=O)C(=O)c1ccccc1 (centres undefined)
    1491	1874
> Cc1cc(Br)c(OCc2ccc(C(=O)N/N=C3\CC4CC=CC34)cc2)c(Br)c1 (centres undefined)
    1311	1618
> Cc1ccc(CN2CCCC(CO)(Cc3ccccc3C)C2)s1 (centres undefined)
    1497	1719
> Nn1cnc2c([nH]c3ccccc32)c1=O
    1505	1631
> O=C(COC(=O)C1CCN(S(=O)(=O)c2ccccc2C(F)(F)F)CC1)NCc1ccc(F)cc1
    1792	1646
> CNC(=O)NC(=S)NC(=O)c1cccc(Cl)c1
    1543	1803
> Cc1cc2nccc(-c3ccc(Cl)c([N+](=O)[O-])c3)n2n1
    1794	1899
> CCOc1cc(C(=S)N2CCOCC2)ccc1OS(=O)(=O)c1ccccc1
    1514	1937
> CCc1ccc(N/C(N)=N/c2nc(CSc3ccccn3)cc(=O)[nH]2)cc1
    2114*	2062
> CCOC(=O)/C(C#N)=C/c1ccc(OC(=O)c2ccccn2)cc1
    1623	1987

Six entries out of the list, sorted by heavy-atom count, low to high:
Values run as follows: SRC3 TRFRET art	SRC1 TRFRET art
> COc1ccc(C(=O)n2nnc3ccccc32)cc1OC
    1637	1910
> C/C(=N/Nc1ccc(C(=O)O)cc1)c1ccc(O)c(O)c1O
    1767	1771
> O=C(CN1CCc2ccccc21)NCc1ccc2c(c1)OCO2
    1554	1982
> COCCNC(=S)N(Cc1cccnc1)Cc1ccc(OC)c(OC)c1
    1369	1675
> COC(=O)c1c(-c2cc(C)ccc2C)csc1NC(=O)C1CC=CCC1C(=O)O (centres undefined)
    1798	2207
> CCOCCn1c(=NC(=O)/C=C/c2ccccc2Cl)sc2cc(NC(C)=O)ccc21
    1463	1782

Going on with the list:
Values run as follows: SRC3 TRFRET art	SRC1 TRFRET art
> Cc1ccc(OCC(=O)Nc2cccc(S(=O)(=O)N3CCCCCC3)c2)c([N+](=O)[O-])n1
    1538	1765
> O=[N+]([O-])c1ccc(O)c(C=Nc2ccc3c(c2)OCCO3)c1
    1816	1896
> COc1cc(OC)cc(C(=O)NCC(=O)OCC(=O)/C=C2/N(C)c3ccccc3C2(C)C)c1
    1511	1763
> O=C(CCc1ccccc1)NNC(=O)Nc1ccccc1
    1221	1765
> COc1cccc(NC(=S)Nc2cccnc2)c1
    1530	1868
> Cc1cccc2cn[nH]c12
    1590	1935
> COc1cc(N/N=C(\C)c2ccc(O)c(C)c2)nc(-c2ccccc2)n1
    1665	1649
> CS(=O)(=O)N1CCC(CO)(Cc2ccccc2C(F)(F)F)CC1
    1388	1379
> COC(=O)c1cn(NC(=O)c2ccc3c(c2)OCO3)c(=O)c2ccccc12
    1765	1748
> CC1CCc2onc(C(=O)NCc3ccco3)c2C1 (centres undefined)
    1611	1866
> O=C(NNC(=S)NCc1ccco1)C(c1ccccc1)c1ccccc1
    1395	1845
> Cc1c(NC(=O)c2ccc(-c3ccc([N+](=O)[O-])cc3Cl)o2)c(=O)n(-c2ccccc2)n1C
    1617	1749
> COc1ccc(CNC(=O)COC(=O)CCc2nc3ccccc3c(=O)[nH]2)cc1
    1546	1999
> COc1ccc(/C=C2\CCCC3C2=NN(C(=O)CSc2ncn[nH]2)C3c2ccc(OC)cc2)cc1 (centres undefined)
    1732	1824
> Cn1c(O)c(N=Nc2nc(-c3ccccc3)cs2)c2ccccc21
    1535	1663
> NC(=O)COC(=O)c1ccccc1Oc1ccccc1
    1365	1919
> COc1ccccc1Oc1ccc(Oc2ccccc2OC)cc1
    1671	1787
> COCCNC(=S)NNc1ccccc1[N+](=O)[O-]
    1598	1481
> CC1CN(c2ccc([N+](=O)[O-])nc2)CC(C)O1 (centres undefined)
    1413	1719
> O=C(NCc1ccccc1)C1CCCN(c2nc3ccsc3c(=O)s2)C1 (centres undefined)
    1568	1881
> CN(C)c1ccc(C2SCCN2C(=O)c2ccc([N+](=O)[O-])cc2)cc1 (centres undefined)
    1596	1753
> NC(=O)/C(=C\c1ccccc1)NC(=O)/C=C/c1ccccc1
    1665	2041
> CC1=C(C(=O)Nc2cccc(C)c2C)C(c2cccs2)NC(=S)N1 (centres undefined)
    1542	1718
> O=C(Nc1ccc(-c2ccc3nncn3n2)cc1)c1ccc(Br)o1
    1596	1661
> Fc1ccccc1Cn1nnc2c(NCc3ccccn3)ncnc21
    1464	1721
> Cc1ccccc1C1NC(=S)NC2=C1C(=O)CCC2 (centres undefined)
    1444	1746
> Cc1ccccc1OCC(=O)N/N=C/c1ccncc1
    1391	1798
> CCOC(=O)C[N+]1(C)CCN(C(C)=O)CC1
    1366	1656
> Fc1cccc(Cl)c1CSc1ccc(-c2ccco2)nn1
    1581	1730
> CC(=O)Oc1ccc(S(=O)(=O)c2ccc(OC(C)=O)cc2)cc1
    1613	1781

Of the compounds above, five contain a COOH group:
Values run as follows: SRC3 TRFRET art	SRC1 TRFRET art
> O=C(O)CC(Cc1ccccc1)C(=O)NCC12CC3CC(CC(C3)C1)C2 (centres undefined)
    1677	1683
> Cc1ccccc1C(=O)Nc1sc2c(c1C(=O)O)CCC2
    1567	1709
> C/C(=N/Nc1ccc(C(=O)O)cc1)c1ccc(O)c(O)c1O
    1767	1771
> O=C(O)C1CCN(C(=O)Cc2ccccc2)CC1
    1762	1737
> COC(=O)c1c(-c2cc(C)ccc2C)csc1NC(=O)C1CC=CCC1C(=O)O (centres undefined)
    1798	2207

(cont.)
mol	SRC3 TRFRET art	SRC1 TRFRET art
COc1ccc(CCNC(=O)CSc2ccc(-c3cccs3)nn2)cc1	1746	2136
COc1ccccc1NC(=O)C1=C(C)NC(=O)NC1c1ccc(C)cc1 (centres undefined)	1302	1548
Cn1nc(C(=O)NNC(=O)COc2ccccc2)c2ccccc2c1=O	1722	1926
CC(C)C(C)NC(=O)CN1C(=O)NC2(CCCCCC2)C1=O (centres undefined)	1561	1895
O=C(Nc1cccc(Cl)c1)NC1CC2CCC(C1)N2Cc1cccs1 (centres undefined)	1584	1656
COc1ccc(CCn2c(N)c(C(=O)NCc3ccco3)c3nc4ccccc4nc32)cc1	1485	1800
COc1c(C)cc(Br)cc1C(=O)Nc1ccc(C)cc1[N+](=O)[O-]	1715	1409
CCO[C@H]1OC(C(N)=O)=C[C@@H](c2ccccc2)[C@@H]1CCCO	1580	1908
O=C(CCS(=O)(=O)Cc1ccc(Cl)cc1)NCCc1ccccc1	1428	1668
Cn1cc(C(=O)NC2CCCCC2)c(=O)c2cc(S(=O)(=O)N3CCCC3)ccc21	1604	1850

Further results:
mol	SRC3 TRFRET art	SRC1 TRFRET art
C/C(=N\NS(=O)(=O)c1ccc(C)c([N+](=O)[O-])c1)c1ccc2c(c1)OCO2	1587	1663
NC(=S)N/N=C/c1cccc(O)c1O	1801	1858
C[C@@H]1NC(=O)[C@H](CCC(N)=O)NC(=O)c2cc([N+](=O)[O-])cc(I)c2NCC[C@@H](C(N)=O)NC1=O	1392	1687
O=C(N/C(=C/C=C/c1ccccc1)C(=O)N1CCOCC1)c1ccccc1Br	1825	1817
Cc1ccc(C)c(OCC(=O)N2CCN(C(=O)c3ccco3)CC2)c1	1660	1971
CC(C)NC(=O)CN1CCC(c2ccccc2)C(O)C1 (centres undefined)	1737	1758
CC(=O)Nc1ccc(NC(=O)COC(=O)CCc2nc3ccccc3s2)cc1	1489	1692
COc1cc(CN/C(C)=C(\C#N)C(N)=O)cc(OC)c1OC	1484	1596
COc1cc(C(=O)NCc2nnc(SCC(=O)Nc3nccs3)o2)cc(OC)c1OC	1446	1657
COc1ccnc(Oc2ccc(Cl)cc2)c1C#N	1752	1920

The listing continues.
mol	SRC3 TRFRET art	SRC1 TRFRET art
CCCCNC(=O)COC(=O)c1cc2c(C)nn(-c3ccccc3)c2s1	1631	2071
O=Cc1ccc(N2CCCC2)o1	1610	1538
Cc1ccc(N2C(=O)C(CC(=O)Nc3cccc(F)c3)N(C3CC3)C2=O)cc1 (centres undefined)	1497	1796
O=c1cnnc(N/N=C/C2CC=CCC2)[nH]1 (centres undefined)	1765	1777
O=C(O)CC1S/C(=N/N=C/c2ccc([N+](=O)[O-])cc2)N(c2ccc(O)cc2)C1=O (centres undefined)	1746	1788
CC1(C)CC(=O)C2=C(C1)OC(c1ccc(O)cc1)C(C#N)=C2N (centres undefined)	1457	1936
Cc1c(NC(=O)Nc2ccccc2Cl)c(=O)n(-c2ccccc2)n1C	1570	1670
Cc1ccc(S(=O)(=O)N(CC(=O)NN=C2CCN(C)CC2)c2ccc(C(C)C)cc2)cc1	1340	1350
COc1ccc(-c2csc(CCn3nc(C)cc3C)n2)cc1OC	1463	1694

The list is partial. The share of hits here may be higher or lower than overall.
